Source: PubChem BioAssay
DDE Tn6 FP inh: disrupts Tn6 cyclic peptide binding to fibrin D-Dimer-E complex; P02675; Fibrin DD(E) TRITC-Tn6 fluorescence polarization displacement; inhibition, % at 8.3 µM; 0.21% of 370,000 active;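 active means inhibition above a per-campaign cutoff: mean of compounds within control limits plus 3 SD, cut at about 15% in these data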;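 further: 0% = median of all compound wells on the plate and 100% = blocking peptide control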
ASAP1 GAP inh: ASAP1 ArfGAP inhibition; ASAP1-stimulated ARF1 GTP hydrolysis, GDP FP detection; inhibition, % at 16.5 µM; Q9ULH1; 0.19% of 360,000 active; in the data active means inhibition above about 25%;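 further: 0% = vehicle with enzyme and substrate and 100% = no enzyme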
ARFGAP1 inh: inhibits rat ARF GTPase activating protein 1; Q62848; 0.26% of 360,000 active; Arfgap1-stimulated ARF1 GTP hydrolysis, GDP FP detection; inhibition, % at 16.5 µM;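 active means inhibition above a per-plate limit, mean inhibition of low control wells plus 3 SD, cut at about 25% in these data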;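 further: 0% = DMSO wells with enzyme and 100% = wells lacking Arfgap1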
Target sequence (Q62848 1-136 limits assumed): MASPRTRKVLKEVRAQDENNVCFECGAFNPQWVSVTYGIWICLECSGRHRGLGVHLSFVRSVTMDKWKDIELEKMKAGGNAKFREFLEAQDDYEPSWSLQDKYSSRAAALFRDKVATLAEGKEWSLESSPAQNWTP
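Assay system: Rat Arfgap1 GAP domain (His6, aa 1-136), purified enzyme | Buffer or medium: HEPES 25 mM pH 7.5, NaCl 150 mM, MgCl2, DTT | Schedule: GTP hydrolysis reaction 2 h at 25 °C | Signal: FP of antibody-bound GDP Alexa 633 tracer, ex 620/em 688 nm | Measure: Percent inhibition of Arfgap1-stimulated GTP hydrolysis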
Tn7 DDE FP: disrupts Tn7 cyclic peptide binding to fibrin D-Dimer-E complex. P02675. FP displacement of FITC-Tn7 peptide from fibrin DD(E); 0% = median of compound wells per plate. inhibition, % at 8.3 µM. 0.13% of 370,000 active. AID 720508;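 active means inhibition above the mean of compounds falling within the control limits plus 3 SD of them, cut at about 14% in these data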;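 further: 0% = plate median of compound wells and 100% = 10 µM Aha-Tn7 peptide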
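Assay system: Fibrin-DD(E) protein isolated from polymerized human fibrin clots; read-out basis: percent inhibition; medium: Tris/NaCl/CaCl2 buffer, pH 7.8; signal: FP measurement; incubation: 10 min plus 3 h, room temperature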
UHRF1 MBD2 ctr: blocks human UHRF1 binding to methylated DNA | Q96T88 | UHRF1 binding to methylated oligo, TR-FRET | 0.75% of 370,000 active | AID 687016 | inhibition, % at 4.4 µM; in the data active means inhibition above about 21%;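 further: UHRF1 SRA domain binding a hemimethylated CpG hairpin DNA probe; 0% = median of test compound wells and 100% = reference inhibitor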
NR1D1 modulator: modulates human Rev-erb alpha binding to DNA; activity, % at 10 µM; 0.79% of 370,000 active; Rev-erbα–FITC-DNA binding, fluorescence polarization, 90 min; P20393;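 active means activity above about 14%, limit read from the data; passing the limit was not always enough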;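 further: 0% = DMSO wells with 35 nM protein and 100% = DMSO wells with 750 nM protein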
Target sequence (P20393 whole entry, looked up): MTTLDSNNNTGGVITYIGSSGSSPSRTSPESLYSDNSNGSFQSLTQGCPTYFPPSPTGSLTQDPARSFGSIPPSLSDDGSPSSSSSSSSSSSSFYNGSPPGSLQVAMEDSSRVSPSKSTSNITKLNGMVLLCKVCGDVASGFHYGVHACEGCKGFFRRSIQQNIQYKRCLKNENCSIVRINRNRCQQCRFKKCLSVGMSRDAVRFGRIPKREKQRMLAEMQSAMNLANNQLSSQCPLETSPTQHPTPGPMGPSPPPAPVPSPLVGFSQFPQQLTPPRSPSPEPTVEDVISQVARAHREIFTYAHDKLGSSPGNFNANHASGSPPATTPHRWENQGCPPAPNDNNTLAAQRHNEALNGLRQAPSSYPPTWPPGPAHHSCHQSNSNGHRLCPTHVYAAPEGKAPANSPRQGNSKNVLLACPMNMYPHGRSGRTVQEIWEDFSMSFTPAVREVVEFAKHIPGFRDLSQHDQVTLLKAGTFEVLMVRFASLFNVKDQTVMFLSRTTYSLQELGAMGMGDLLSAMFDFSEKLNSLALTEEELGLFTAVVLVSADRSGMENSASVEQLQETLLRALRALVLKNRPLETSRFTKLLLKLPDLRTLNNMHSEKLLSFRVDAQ
PLCb3 inh: PLC-beta3 (human) inhibition, primary screen | Purified PLC-beta3, fluorogenic substrate, fluorescence | inhibition, % at 12.2 µM | 0.18% of 370,000 active; in the data active means inhibition above about 11%;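 further: 0% = median of compound wells on plate and 100% = full blocker control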
PLC-gamma1 inh: blocks human PLC-gamma1 enzyme activity; 0.84% of 370,000 active; purified PLC-gamma1, fluorogenic substrate, fluorescence; inhibition, % at 12.2 µM; P19174; in the data active means inhibition above about 9.5%
proKLK7 act: activators of human kallikrein-7 zymogen; P49862; purified proKLK7, EDANS-DABCYL substrate fluorescence; 100% is mature enzyme control, 0% vehicle; activation, % at 7 µM; 0.9% of 370,000 active;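 active means activation above the mean of all tested compounds plus 3 SD, computed per campaign excluding outliers beyond control limits, cut at about 13% in these data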
Target sequence (P49862 whole entry, looked up): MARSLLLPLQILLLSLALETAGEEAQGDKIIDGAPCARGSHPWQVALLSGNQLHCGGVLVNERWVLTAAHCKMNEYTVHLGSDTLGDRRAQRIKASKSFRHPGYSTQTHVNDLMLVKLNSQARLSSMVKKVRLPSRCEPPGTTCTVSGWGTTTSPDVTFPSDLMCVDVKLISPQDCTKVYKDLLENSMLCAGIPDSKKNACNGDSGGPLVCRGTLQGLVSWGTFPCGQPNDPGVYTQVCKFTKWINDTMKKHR
sPLA2-III inh: Blocks human group III sPLA2 activity. inhibition, % at 12.2 µM. Q9NZ20. QFRET BODIPY PC-A2 liposome hydrolysis, fluorescence. 0.56% of 370,000 active;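 active means inhibition above mean plus 3 SD of compounds lying within the high and low control bounds, cut at about 19% in these data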;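 further: 0% = median of test compound wells and 100% = no enzyme DMSO wells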
Active calls of the source: *.

1: C[C@@H](O)CNC(=O)c1[nH]cnc1C(=O)Nc1ccc(CNC(=O)OC(C)(C)C)cc1
2: CCOc1ccc(NC(=O)C2CC(=O)N=C(N)S2)cc1 (stereo unspecified)
3: CS(=O)(=O)c1ccc(C(=O)NCC(c2ccco2)N2CCCCC2)cc1 (stereo unspecified)
4: CC1(C)CC(=O)C2=C(C1)OC(N)=C(C#N)C2Cc1ccccc1 (stereo unspecified)
5: Cc1ccc(C(=O)COc2ccccc2C(=O)Nc2ccccc2)cc1
6: CC(OC(=O)CCc1nc2ccccc2[nH]c1=O)c1ccccc1 (stereo unspecified)
Compound	1	2	3	4	5	6
DDE Tn6 FP inh	3	1	1	7	1	-3
ASAP1 GAP inh	-13	13	-7	-6	7	4
ARFGAP1 inh	11	3	2	-4	7	2
Tn7 DDE FP	-7	-3	5	-3	-5	-3
UHRF1 MBD2 ctr	1	2	5	3	-1	1
NR1D1 modulator	-8	9	-1	-2	1	-3
PLCb3 inh	-2	4	-4	-3	-1	-7
PLC-gamma1 inh	1	1	5	1	4	-7
proKLK7 act	0.7	-0.2	-0.1	0.7	0.6	1.7
sPLA2-III inh	-1	0	3	8	-4	-3

7: COc1ccc(C(=O)NCC(=O)N2CCc3ccccc3C2)cc1
8: CS(=O)(=O)N(CC(=O)N1CCCC1)c1ccc(F)cc1
9: Cc1ccc(C)c(OCC(=O)NNC(=O)C2CC2)c1
10: Clc1cccc(CSc2nnc(-c3ccccn3)n2Cc2ccco2)c1
11: O=C1NC(=O)C(=CC=Cc2ccccc2)S1
12: O=C(CNC(=O)c1cccc([N+](=O)[O-])c1)NC1CCCc2ccccc21 (stereo unspecified)
Compound	7	8	9	10	11	12
DDE Tn6 FP inh	3	5	-1	3	2	-1
ASAP1 GAP inh	-5	6	-2	-5	2	0
ARFGAP1 inh	-13	3	-5	3	-18	-4
Tn7 DDE FP	1	6	1	3	3	-3
UHRF1 MBD2 ctr	0	1	-3	-2	0	1
NR1D1 modulator	-3	-1	1	4	-5	2
PLCb3 inh	-1	0	-3	-2	-33	-4
PLC-gamma1 inh	-2	1	3	-1	-18	-3
proKLK7 act	0.0	-0.8	-0.4	0.7	0.4	0.0
sPLA2-III inh	1	16	-3	-14	-20	-2

13: O=C(NC(=S)Nc1ccc(N2CCOCC2)cc1)c1ccco1
14: CC[C@]12C(=O)N(C)C[C@H]([C@@H]3C(=O)N(Cc4ccccc4)C(=O)[C@@H]31)N2C(=O)c1ccc(F)cc1
15: COc1ccc(/C=N/NC(=O)CNC(=O)C2COc3ccccc3O2)cc1OC (stereo unspecified)
16: COc1cc(C(=O)Nc2ccc3c(c2)OCCO3)c(-n2cnnn2)cc1OC
17: CCCCOC(=O)CCc1nc2ccccc2[nH]1
18: Cc1cc([N+](=O)[O-])cnc1NC(C)c1ccccc1 (stereo unspecified)
Compound	13	14	15	16	17	18
DDE Tn6 FP inh	-2	2	1	1	2	-1
ASAP1 GAP inh	8	-3	6	2	11	12
ARFGAP1 inh	5	-8	-1	-6	10	-3
Tn7 DDE FP	-1	-5	-9	-3	-6	1
UHRF1 MBD2 ctr	-1	-1	-5	0	2	-2
NR1D1 modulator	-5	-7	-8	-5	1	5
PLCb3 inh	-2	3	-25	2	0	4
PLC-gamma1 inh	-2	0	-23	1	2	2
proKLK7 act	-0.2	-0.6	-0.8	0.5	0.9	0.3
sPLA2-III inh	12	1	-2	5	0	-1

19: CN(C)S(=O)(=O)c1cccc(C(=O)NCC(=O)NC2CCN(Cc3ccccc3)CC2)c1
20: O=C(COC(=O)c1ccc2c(c1)C(=O)N(Cc1ccncc1)C2=O)Nc1cccc2ccccc12
21: CC(=O)N1N=C(c2cccc(Br)c2)OC12CCCC2
22: CCN(CC)S(=O)(=O)c1ccc(NC2c3ncccc3C(=O)N2Cc2ccccc2)cc1 (stereo unspecified)
23: Cc1cc(C)cc(N(C(=O)C2CCCC2)C2C=CS(=O)(=O)C2)c1 (stereo unspecified)
24: CN(C)C(=O)CCc1ccc2c3c([nH]c2c1)[C@]1(C)[C@@H](C(=O)N2CCOCC2)C[C@H](CC(=O)NCc2cccc(C(F)(F)F)c2)C(=O)N1CC3
Compound	19	20	21	22	23	24
DDE Tn6 FP inh	-8	6	3	4	6	2
ASAP1 GAP inh	-5	11	7	7	-3	-1
ARFGAP1 inh	0	5	1	-1	2	2
Tn7 DDE FP	3	4	0	10	10	1
UHRF1 MBD2 ctr	4	-3	-1	9	0	1
NR1D1 modulator	4	-18	5	-3	-3	-5
PLCb3 inh	-2	-3	-1	-1	0	-3
PLC-gamma1 inh	5	-3	0	1	1	-3
proKLK7 act	0.0	0.0	-0.3	0.4	0.1	0.7
sPLA2-III inh	-3	4	1	-11	-4	6

25: CC(=O)n1cc([C@H]2C=C(C(N)=O)O[C@@H](OCc3ccc(CO)cc3)C2)c2ccccc21
26: CCC(=O)NCc1nc2ccccc2n1Cc1ccccc1F
27: NC(=O)c1nsc(C(=O)N(c2cccc(F)c2)C(C(=O)NCC2CCCO2)c2c[nH]c3ccccc23)c1N (stereo unspecified)
28: COc1ccc(CCNC(=O)c2ccco2)cc1OC
29: COc1ccccc1NC(=O)CCCCC(=O)Nc1ccccc1OC
30: COc1ccccc1CNS(=O)(=O)c1ccc2c(c1)oc(=O)n2C
Compound	25	26	27	28	29	30
DDE Tn6 FP inh	1	2	5	4	5	-5
ASAP1 GAP inh	4	9	11	12	0	-10
ARFGAP1 inh	4	-15	9	2	-5	0
Tn7 DDE FP	5	-4	10	1	8	1
UHRF1 MBD2 ctr	-10	1	1	3	0	2
NR1D1 modulator	-1	-4	5	4	0	2
PLCb3 inh	-27	3	-20	1	-8	2
PLC-gamma1 inh	-16	7	-8	-1	-1	4
proKLK7 act	0.2	0.3	1.4	0.1	0.2	-0.4
sPLA2-III inh	-4	-1	-16	2	3	-2

31: CS(=O)(=O)N1CCN(c2ccc([N+](=O)[O-])c3cccnc23)CC1
32: O=C(Nc1ccc(S(=O)(=O)N2CCOCC2)cc1)c1ccc([N+](=O)[O-])cc1Cl
33: O=S(=O)(Nc1cccc(-c2cn3cccnc3n2)c1)c1ccc(Cl)cc1
34: CC1CN(C2CCN(C(=O)COc3ccc(Cl)cc3)CC2)CC(C)O1 (stereo unspecified)
35: Cc1ccc2c(C)nc(N/C(N)=N/S(=O)(=O)c3ccccc3)nc2c1
36: COc1ccc(OC)c(S(=O)(=O)Nc2ccc(OCC(=O)O)cc2)c1
Compound	31	32	33	34	35	36
DDE Tn6 FP inh	0	-5	3	-3	-3	-3
ASAP1 GAP inh	7	2	-4	3	10	16
ARFGAP1 inh	-2	0	3	-3	12	5
Tn7 DDE FP	-6	-7	-3	-2	-6	-8
UHRF1 MBD2 ctr	-8	-1	-2	1	1	1
NR1D1 modulator	9	-2	-2	0	15	-4
PLCb3 inh	-6	1	-370	-1	-4	1
PLC-gamma1 inh	2	0	-353	5	-2	1
proKLK7 act	0.8	-0.1	28*	0.8	0.3	0.0
sPLA2-III inh	-5	-4	-22	-5	4	4

37: CN(C(=O)c1ccc(NC(=O)Cc2ccc(NC(=O)C3CCN(C(=O)C4CCCCC4)CC3)cc2)cc1)C1CC1
38: Cc1ccc(/C(N)=N/OC(=O)CCC2CCCCC2)cc1
39: Cc1ccc2cc3cc(C(=O)NCCN4CCOCC4)oc3nc2c1
40: O=C(NCc1ccccc1)Nc1nnc([C@@H]2C[C@H](O)[C@@H](CO)O2)s1
41: O=C(NCc1cccnc1)c1sc2ccccc2c1Cl
42: N#CC(C#N)=Cc1ccc(NC(=O)c2ccc(Br)cc2)cc1
Compound	37	38	39	40	41	42
DDE Tn6 FP inh	5	-4	9	-2	-8	-1
ASAP1 GAP inh	5	-2	5	-4	4	11
ARFGAP1 inh	9	-8	7	-6	15	7
Tn7 DDE FP	4	-9	-7	5	1	-7
UHRF1 MBD2 ctr	0	0	-6	20	-1	0
NR1D1 modulator	0	2	0	3	-2	0
PLCb3 inh	0	1	-267	6	0	-3
PLC-gamma1 inh	-1	2	-201	15*	0	7
proKLK7 act	0.5	-0.2	13*	-0.1	-0.4	0.0
sPLA2-III inh	-14	1	4	4	10	7

43: CC1(C)CC(=O)c2sc(NC(=O)C3CC3)nc2C1
44: OCC[C@H]1C[C@@H](O)[C@H](O)[C@@]2(CCc3ccccc3CO2)O1
45: CC(C(=O)NCC(=O)Nc1ccc(F)c(F)c1F)N1CCN(c2ccc(O)cc2)CC1 (stereo unspecified)
46: O=C(c1cc(Br)ccc1Cl)N1CCN(c2ncccn2)CC1
47: CCc1ccc(CCC(=O)Nc2ccccc2C(=O)O)o1
48: CCN(C[C@H]1N[C@@](C)(C(=O)OC)[C@H]2C(=O)N(C)C(=O)[C@@H]12)C(=O)c1ccc(F)cc1
49: Cc1cccc(NC(=O)C2CCN(c3ncnc4c3nc3n4CCCCC3)CC2)n1
50: COc1ccc(N2C(=O)CC(Cc3ccccc3OC)C2=O)cc1 (stereo unspecified)
51: CC(C)=CCN1CCN(Cc2nc(-c3ccc(F)cc3)cs2)CC1CCO (stereo unspecified)
Compound	43	44	45	46	47	48	49	50	51
DDE Tn6 FP inh	5	-1	9	-2	-3	-1	1	0	4
ASAP1 GAP inh	12	3	7	5	6	2	-3	6	5
ARFGAP1 inh	1	-8	1	5	-4	8	-3	8	5
Tn7 DDE FP	-1	-4	0	-4	0	-3	-3	2	2
UHRF1 MBD2 ctr	-1	0	1	0	6	2	-1	5	1
NR1D1 modulator	-8	-2	3	8	4	4	3	-1	-8
PLCb3 inh	5	2	-5	-11	-4	5	-4	2	-5
PLC-gamma1 inh	-2	-1	-2	-5	-4	1	-1	-2	-3
proKLK7 act	-2.1	0.6	0.8	0.1	-0.6	-0.6	0.4	-0.3	0.6
sPLA2-III inh	2	2	3	-1	-16	15	0	18	2

Structural class, those above containing a furan ring, fused or not (six)
3: CS(=O)(=O)c1ccc(C(=O)NCC(c2ccco2)N2CCCCC2)cc1 (stereo unspecified)
10: Clc1cccc(CSc2nnc(-c3ccccn3)n2Cc2ccco2)c1
13: O=C(NC(=S)Nc1ccc(N2CCOCC2)cc1)c1ccco1
28: COc1ccc(CCNC(=O)c2ccco2)cc1OC
39: Cc1ccc2cc3cc(C(=O)NCCN4CCOCC4)oc3nc2c1
47: CCc1ccc(CCC(=O)Nc2ccccc2C(=O)O)o1
Compound	3	10	13	28	39	47
DDE Tn6 FP inh	1	3	-2	4	9	-3
ASAP1 GAP inh	-7	-5	8	12	5	6
ARFGAP1 inh	2	3	5	2	7	-4
Tn7 DDE FP	5	3	-1	1	-7	0
UHRF1 MBD2 ctr	5	-2	-1	3	-6	6
NR1D1 modulator	-1	4	-5	4	0	4
PLCb3 inh	-4	-2	-2	1	-267	-4
PLC-gamma1 inh	5	-1	-2	-1	-201	-4
proKLK7 act	-0.1	0.7	-0.2	0.1	13*	-0.6
sPLA2-III inh	3	-14	12	2	4	-16
